High-throughput results: PubChem BioAssay, several laboratories
PG9 binder: binders of HIV-1 gp120 antibody PG9, primary screen, biochemical, TR-FRET. HIV-1 gp120 / PG9 antibody interaction. TR-FRET gp120-PG9 antibody binding. inhibition, % at 6.7 µM. 360,000 tested, 0.43% active; in the data active means inhibition above about 8.5%
ARFGAP1 inh: inhibitors of rat ARFGAP1 GAP activity, primary screen, biochemical, fluorescence polarization, GDP tracer | inhibition, % at 16.5 µM | Arfgap1-stimulated ARF1 GTP hydrolysis, GDP FP detection | 360,000 tested, 0.26% active | ADP-ribosylation factor GTPase-activating protein 1 (Rattus norvegicus), Q62848 | AID 651572, 2012;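 active means inhibition above a per-plate limit, mean inhibition of low control wells plus 3 SD, cut at about 25% in these data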;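 further: 0% = DMSO wells with enzyme and 100% = wells lacking Arfgap1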
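System: truncated rat Arfgap1 GAP domain / Medium: HEPES-based buffer, pH 7.5 / Also added: N-terminally truncated human ARF1-GTP substrate / Incubation: enzyme reaction 120 min at 25 °C after 20 min preincubation / Measured by: FP of antibody-bound GDP Alexa 633 tracer, ex 620/em 688 nm / Replicates: singlicate, each compound tested once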
NPR1 activator: GC-A stimulated cGMP production enhancers – HEK293 GC-A cells, cGMP TR-FRET, EC30 ANP, primary screen | activation, % at 10 µM | AID 1671463, 2021 | Atrial natriuretic peptide receptor 1 (Homo sapiens), P16066 | 370,000 tested, 0.14% active | 0% at EC30 ANP, 100% saturating ANP; in the data active means activation above about 40%
NR1D1 modulator: modulators of Rev-erb alpha DNA binding, primary screen, biochemical, FITC-DNA, fluorescence polarization, uHTS | AID 1259318, 2017 | Nuclear receptor subfamily 1 group D member 1 (Homo sapiens), P20393 | Rev-erbα–FITC-DNA binding, 90 min | 370,000 tested, 0.79% active | activity, % at 10 µM;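 active means activity above about 14%, limit read from the data; passing the limit was not always enough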;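 further: 0% = DMSO wells with 35 nM protein and 100% = DMSO wells with 750 nM protein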
Target sequence (P20393 whole entry, looked up): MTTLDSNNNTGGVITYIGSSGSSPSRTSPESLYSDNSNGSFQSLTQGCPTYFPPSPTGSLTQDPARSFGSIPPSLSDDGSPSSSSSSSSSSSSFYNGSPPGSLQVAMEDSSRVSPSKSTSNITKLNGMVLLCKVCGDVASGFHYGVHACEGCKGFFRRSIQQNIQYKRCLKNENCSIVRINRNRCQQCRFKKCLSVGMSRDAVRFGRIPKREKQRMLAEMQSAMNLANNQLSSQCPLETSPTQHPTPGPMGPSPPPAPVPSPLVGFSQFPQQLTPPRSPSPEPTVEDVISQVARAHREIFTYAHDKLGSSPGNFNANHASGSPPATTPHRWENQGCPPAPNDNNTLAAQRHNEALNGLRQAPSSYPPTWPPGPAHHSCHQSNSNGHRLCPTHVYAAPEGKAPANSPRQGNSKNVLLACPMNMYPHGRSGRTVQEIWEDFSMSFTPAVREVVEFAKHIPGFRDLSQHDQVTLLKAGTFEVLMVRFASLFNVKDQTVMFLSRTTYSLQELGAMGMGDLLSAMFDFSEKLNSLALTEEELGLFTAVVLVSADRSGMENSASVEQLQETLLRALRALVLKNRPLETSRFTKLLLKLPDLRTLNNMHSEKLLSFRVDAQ
NPR2 activator: human GC-B receptor activators, primary screen, HEK293 GC-B cells, cGMP TR-FRET, EC30 CNP; 370,000 tested, 0.11% active; 0% at EC30 CNP, 100% saturating CNP; Atrial natriuretic peptide receptor 2 (Homo sapiens), P20594; activation, % at 10 µM;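 active means activation at 10 µM reaching about 35% in either raw or pattern-adjusted values, limit read from the data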
ASAP1 inh: inhibitors of human ASAP1 ArfGAP activity, primary screen, biochemical, fluorescence polarization | ASAP1-stimulated ARF1 GTP hydrolysis, GDP FP detection | 360,000 tested, 0.19% active | inhibition, % at 16.5 µM | Arf-GAP with SH3 domain, ANK repeat and PH domain-containing protein 1 (Homo sapiens), …; in the data active means inhibition above about 25%;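 further: 0% = vehicle with enzyme and substrate and 100% = no enzyme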
SMARCA2 act: SMARCA2 (BRM) function activators, primary screen, cell-based, luminescence, high throughput; activation, % at 9.1 µM; 370,000 tested, 1% active; MG213 cells, MMTV-luciferase reporter, dexamethasone, overnight; in the data active means activation above about 7.8%;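 further: 0% = vehicle wells and 100% = reference activator wells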
mABHD4 FP: ABHD4 inhibitors, primary screen, biochemical, fluorescence polarization, mouse; (Lyso)-N-acylphosphatidylethanolamine lipase (Mus musculus), Q8VD66; purified mABHD4, FP-Rh probe fluorescence polarization; inhibition, % at 8.92 µM; 370,000 tested, 0.54% active; AID 720543, 2013;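 active means inhibition exceeding the mean over every tested compound plus 3 SD, cut at about 30% in these data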;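 further: 0% = plate median of compound wells and 100% = S159A mutant with DMSO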
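Test system: mABHD4 protein; Read-out basis: % inhibition; Incubation: 45 min + 60 min at 25 °C; Repeats: single replicate; Technique: fluorescence polarization with parallel and perpendicular emission, 525/598 nm; Compound: 8.92 µM, single dose; Benchmarks: full inhibition S159A mutant plus DMSO, zero as sample-well median.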
rCAG binder: binders of r(CAG) RNA repeats, primary screen, biochemical, fluorescence; r(CAG) RNA repeat, TO-PRO-1 dye displacement fluorescence; inhibition, % at 3 µM; 370,000 tested, 1.3% active;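 active means inhibition above the plate cutoff, the mean of all test compounds on that plate plus 3 SD, cut at about 35% in these data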;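 further: 0% = DMSO alone and 100% = 100 µM mitoxantrone as full dye displacement; higher means more dye released from RNA so lower well fluorescence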
HTRA1 inh: HTRA1 serine protease inhibitors, primary screen, biochemical, fluorescence polarization, HTS; Q92743; recombinant HTRA1, FP-rhodamine activity-based probe; inhibition, % at 5.96 µM; AID 504803, 2011; 340,000 tested, 0.5% active; in the data active means inhibition above about 36%;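 further: 0% = enzyme with DMSO and 100% = wells lacking enzyme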
Target sequence (Q92743 whole entry, looked up): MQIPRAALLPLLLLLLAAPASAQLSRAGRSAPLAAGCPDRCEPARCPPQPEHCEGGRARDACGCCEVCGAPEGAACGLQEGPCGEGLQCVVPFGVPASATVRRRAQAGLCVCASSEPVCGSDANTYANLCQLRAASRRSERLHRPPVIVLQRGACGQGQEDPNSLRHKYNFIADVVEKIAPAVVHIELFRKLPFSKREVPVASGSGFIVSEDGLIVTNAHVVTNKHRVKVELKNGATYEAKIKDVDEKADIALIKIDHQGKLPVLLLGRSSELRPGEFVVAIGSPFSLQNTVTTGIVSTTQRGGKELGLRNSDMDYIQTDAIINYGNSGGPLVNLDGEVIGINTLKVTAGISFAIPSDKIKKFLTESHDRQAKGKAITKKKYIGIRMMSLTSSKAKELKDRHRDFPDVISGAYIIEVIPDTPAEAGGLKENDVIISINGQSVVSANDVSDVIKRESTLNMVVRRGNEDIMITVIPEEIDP
Active calls of the source: *; . = no result given.

SMILES	PG9 binder	ARFGAP1 inh	NPR1 activator	NR1D1 modulator	NPR2 activator	ASAP1 inh	SMARCA2 act	mABHD4 FP	rCAG binder	HTRA1 inh
CC(C)NC(=O)Nc1ccc2c(c1)C(=O)N([C@H](C)CO)C[C@H](C)[C@@H](CN(C)S(=O)(=O)c1ccccc1)OCCCC[C@@H](C)O2	2.2	4	-2	0	-1	-5	-1	-4	1	0
CCOC(=O)COc1cc2c(C(=O)OCC)c(C)oc2cc1Br	1.6	15	-5	1	-6	-11	-1	1	-1	-3
O=C(NCc1ccco1)C(=O)NCC1OCCN1S(=O)(=O)c1ccc(Br)cc1 (configuration not stated)	-2.4	9	0	-4	3	25	4	-8	-1	2
CCCCNc1ccc2c(c1)OC[C@H](CC(C)C)NS2(=O)=O	0.6	5	2	-1	2	3	-3	-7	1	.
CC1CCCC(C)N1C(=O)COC(=O)CSc1ccc(C(N)=O)cc1[N+](=O)[O-] (configuration not stated)	-0.4	1	-6	5	-4	-6	2	2	-2	2
CCOC(=O)N1CCN(CC(=O)Nc2ccc(F)c(F)c2)CC1	1.8	-4	2	-5	0	10	-4	-1	-5	-9
O=C(NCC1CCCO1)c1cc2ccccc2[nH]1 (configuration not stated)	0.7	1	0	-4	-3	-14	1	3	0	-1
COc1ccc(Br)cc1S(=O)(=O)Nc1ccc(Cl)cn1	-2.5	2	0	1	-2	4	1	-4	2	5
CCC(CC)C1C(C#N)=C(N)Oc2n[nH]c(-c3ccccc3)c21 (configuration not stated)	3.1	10	-23	5	-12	2	0	-11	5	-38
CCN(CC)CCNCc1cc(Br)ccc1OCC(=O)NCc1ccccc1	0.5	3	-19	7	-16	-7	4	0	-6	4
CCc1ccc(NC(=O)Cn2nnc(-c3ccc(C)cc3-n3cnnn3)n2)cc1	-1.9	9	2	-2	1	6	-3	-8	7	3
O=C(O)c1ccc(NC2(C(=O)O)CCCC2)cc1	-1.9	-11	5	-1	2	-13	3	0	0	7
Cc1ccc(-c2ccc(=O)n(CC(=O)NCCCN3CCCCC3)n2)cc1	-2.1	4	-5	0	-2	-4	0	1	-1	-4
CC(=O)N1CCC(C(=O)Nc2cc(C)cc(C)c2)CC1	-0.9	-2	6	-2	1	-8	-2	-1	0	2
CC(=O)Nc1ccc(-c2nnn(CC(=O)Nc3ccc4c(c3)OCO4)n2)cc1Cl	-3.0	0	5	-3	4	-4	-2	-21	5	-22

Some of the entries so far, in markdown:
| mol | PG9 binder | ARFGAP1 inh | NPR1 activator | NR1D1 modulator | NPR2 activator | ASAP1 inh | SMARCA2 act | mABHD4 FP | rCAG binder | HTRA1 inh |
| --- | --- | --- | --- | --- | --- | --- | --- | --- | --- | --- |
| CCCCNc1ccc2c(c1)OC[C@H](CC(C)C)NS2(=O)=O | 0.6 | 5 | 2 | -1 | 2 | 3 | -3 | -7 | 1 | . |
| CC1CCCC(C)N1C(=O)COC(=O)CSc1ccc(C(N)=O)cc1[N+](=O)[O-] (configuration not stated) | -0.4 | 1 | -6 | 5 | -4 | -6 | 2 | 2 | -2 | 2 |
| O=C(O)c1ccc(NC2(C(=O)O)CCCC2)cc1 | -1.9 | -11 | 5 | -1 | 2 | -13 | 3 | 0 | 0 | 7 |
| O=C(NCC1CCCO1)c1cc2ccccc2[nH]1 (configuration not stated) | 0.7 | 1 | 0 | -4 | -3 | -14 | 1 | 3 | 0 | -1 |
| O=C(NCc1ccco1)C(=O)NCC1OCCN1S(=O)(=O)c1ccc(Br)cc1 (configuration not stated) | -2.4 | 9 | 0 | -4 | 3 | 25 | 4 | -8 | -1 | 2 |
| CCOC(=O)N1CCN(CC(=O)Nc2ccc(F)c(F)c2)CC1 | 1.8 | -4 | 2 | -5 | 0 | 10 | -4 | -1 | -5 | -9 |

(next part)
SMILES	PG9 binder	ARFGAP1 inh	NPR1 activator	NR1D1 modulator	NPR2 activator	ASAP1 inh	SMARCA2 act	mABHD4 FP	rCAG binder	HTRA1 inh
Cc1ccc2nc(NC(=O)c3ccc(N4C(=O)CCC4=O)cc3)sc2c1	-0.7	10	2	-1	-2	0	-4	25	19	-14
O=C1NC(=O)C2(CCCc3ccc(N(CCO)CCO)cc32)N1 (configuration not stated)	-0.9	4	-3	1	5	4	0	9	0	.
O=C(NCc1cccnc1)Nc1ccccc1	-3.8	-3	0	-3	2	-6	2	-2	1	0
CC(C)(C)OC(=O)NCc1ccc(CNC(=O)c2[nH]cnc2C(=O)N[C@@H](Cc2ccccc2)C(=O)OC(C)(C)C)cc1	-1.8	15	-1	5	2	7	1	-65	6	-48
CCC/C=C/c1ccc(CN2C(C)C(=O)N(Cc3cn(CCC4OCCO4)nn3)CCS2(=O)=O)cc1 (configuration not stated)	-0.6	-2	3	-10	-1	5	3	-3	5	1
O=c1oc2ccccc2c(N2CCCCC2)c1CN1CCCC1	0.4	1	-1	-3	-3	-7	0	-4	-2	-4
O=C(NCC1CCCO1)/C(=C/c1ccc(Cl)cc1)NC(=O)c1ccccc1 (configuration not stated)	0.3	-12	2	2	-3	0	-4	-3	-2	2
CCc1nc2ccc(C(=O)N3CCN(C(=O)c4ccco4)CC3)cn2c1N(CC)CCOC	1.1	-14	1	-6	1	13	-2	5	0	.
CCCCCCCc1nn2c(=O)cc(O)nc2s1	-0.2	-4	-7	-2	3	-4	-2	-1	19	-11
O=C(CSc1nc2ccccc2o1)Nc1nc2ccccc2s1	2.0	14	3	17	-3	-3	1	-14	5	-14
CCCCN(CC)C(=O)Cc1ccccc1OC	-2.1	6	-1	-4	-1	-1	0	-4	-2	4
O=C(Cn1nc(C(F)F)cc1C(F)F)NNC(=S)Nc1ccc(F)cc1	2.2	-9	3	1	3	-6	-4	4	2	-1
Cc1ccc(CNC(=O)/C(C#N)=C/c2ccc(C)s2)cc1	-0.1	-6	1	2	3	-2	-1	2	-2	-29
O=C(CSc1nnc(NC(=O)c2c(F)cccc2F)s1)NC1CCCCC1	-1.8	5	1	-2	1	9	4	-5	1	2
CCOc1ccccc1N(C(=O)Nc1ccc(Cl)cc1)C1=NC(C)CS1 (configuration not stated)	0.9	-10	0	4	4	-8	3	-2	4	-7
COc1ccc(CNC(=O)[C@H](C)NC(=O)C2CCN(S(=O)(=O)c3ccccc3)CC2)cc1	0.3	-4	3	-6	-1	-1	1	4	-1	1
COc1ccc(OC)c(S(=O)(=O)NCCc2ccccc2)c1	-0.3	7	-9	3	-5	-2	-1	0	-4	2
Brc1ccccc1-c1nnc(COc2ncnc3ccccc23)o1	-2.5	7	-4	0	-2	-1	6	-4	4	-11
Cc1cccc(C)c1NC(=O)Nc1nnc([C@@H]2C[C@H](O)[C@@H](CO)O2)s1	-0.9	-5	2	-2	7	4	-4	7	0	.
COCCCn1c(SCc2nnc(-c3ccc(OC)c(OC)c3)o2)nnc1-c1ccncc1	0.1	3	-6	0	-7	-6	0	1	-2	7
CC1CCCCC12NC(=O)N(Cc1cc(=O)n3ccsc3n1)C2=O (configuration not stated)	0.9	4	5	-10	0	-6	-3	7	0	-10
COc1ccc(C)cc1NC(=O)COC(=O)C1CC1	-0.4	2	-5	-8	-2	9	-1	-3	0	-3
CCC(C)NC(=O)C(Sc1ccccc1)c1ccccc1 (configuration not stated)	-1.4	1	1	-2	1	14	-3	-4	-7	4
CC1(C)Cc2cccc(C(=O)NC3CCN(Cc4ccccc4)CC3)c2O1	0.3	-7	-1	6	-1	14	0	-1	-8	7
CCOC(=O)CSc1nc2sc3c(c2c(=O)n1C1CCCCC1)CCN(C)C3	1.0	11	10	-5	2	-8	0	-1	4	-23
CCCCc1cc(=O)oc2c(C)c(OCC(=O)NCC3CCC(C(=O)O)CC3)ccc12 (configuration not stated)	1.4	5	-4	4	0	15	0	-10	11	0
O=C(NCCC1=CCCCC1)c1cccc2c1C(=O)N(C1CCCCC1)C2	3.5	6	2	3	1	-14	-3	4	-2	-8
CCOC(=O)c1[nH]c2ccccc2c1NC(=O)C1CCCC1	-0.3	-4	3	-3	3	0	-2	-1	1	1
CCN(CC)CCCNc1nc2ccccc2[nH]1	5.1	-1	3	0	4	7	-2	-1	0	-4
Cc1ccc(/C=N/NC(=O)c2ccc3ccccc3c2)s1	-1.1	8	-3	1	0	1	2	-7	5	-7

Sorted by SMILES length (smallest number first): part of the list above
SMILES	PG9 binder	ARFGAP1 inh	NPR1 activator	NR1D1 modulator	NPR2 activator	ASAP1 inh	SMARCA2 act	mABHD4 FP	rCAG binder	HTRA1 inh
CCN(CC)CCCNc1nc2ccccc2[nH]1	5.1	-1	3	0	4	7	-2	-1	0	-4
Cc1ccc(/C=N/NC(=O)c2ccc3ccccc3c2)s1	-1.1	8	-3	1	0	1	2	-7	5	-7
CCOC(=O)c1[nH]c2ccccc2c1NC(=O)C1CCCC1	-0.3	-4	3	-3	3	0	-2	-1	1	1
O=C(NCCC1=CCCCC1)c1cccc2c1C(=O)N(C1CCCCC1)C2	3.5	6	2	3	1	-14	-3	4	-2	-8
COCCCn1c(SCc2nnc(-c3ccc(OC)c(OC)c3)o2)nnc1-c1ccncc1	0.1	3	-6	0	-7	-6	0	1	-2	7
Cc1cccc(C)c1NC(=O)Nc1nnc([C@@H]2C[C@H](O)[C@@H](CO)O2)s1	-0.9	-5	2	-2	7	4	-4	7	0	.
COc1ccc(CNC(=O)[C@H](C)NC(=O)C2CCN(S(=O)(=O)c3ccccc3)CC2)cc1	0.3	-4	3	-6	-1	-1	1	4	-1	1

Next records follow.
SMILES	PG9 binder	ARFGAP1 inh	NPR1 activator	NR1D1 modulator	NPR2 activator	ASAP1 inh	SMARCA2 act	mABHD4 FP	rCAG binder	HTRA1 inh
O=C(c1ccccc1C(=O)N1CCN(c2ccc(F)cc2)CC1)N1CCN(c2ccc(F)cc2)CC1	-1.4	1	-2	3	9	5	-3	5	-8	-5
CCOc1ccccc1C(=O)Nc1ccc2nc(C)[nH]c(=O)c2c1	.	.	0	2	-6	.	-7	-4	3	.
O=C(NCc1ccc(Cl)cc1)c1ccc(CS(=O)Cc2cccc(Cl)c2)o1 (configuration not stated)	-2.6	-9	-3	6	-3	5	-3	-1	-7	-2
CCCCCc1nnc(NC(=O)C2=COCCO2)s1	-0.2	5	3	4	1	13	3	-12	-12	-1
CC(C)n1cc(-c2nc(C(=O)NN)cs2)c(=O)n(Cc2ccccc2)c1=O	-0.1	9	-2	-5	1	13	-2	-70	6	-43
O=C1CCc2cc(NS(=O)(=O)c3ccc([N+](=O)[O-])cc3)cc3c2N1CC3	2.2	-6	-1	2	1	18	-2	-8	3	4
CCOC(=O)CNS(=O)(=O)c1c(C)noc1C	-1.9	-1	-2	-2	-3	-7	-1	-4	-1	-2
